Xi reactivation = activators of X-chromosome reactivation in mouse fibroblasts; XiGFP mouse fibroblasts, % GFP-positive cells imaging, 3 d; cells co-treated with 5-aza-dC sensitizer; scaled so ellipticine positive control = 100%; activation, % at 7.58 µM; 360,000 tested, 0.055% active;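 active = mean normalized replicate activation at least 10% and every replicate at or above 10%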;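 note: 0% = median of on-plate neutral control wells and 100% = ellipticine 6 µM median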
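Material: XiGFP fibroblasts, SV40-immortalized. Buffer or medium: DMEM plus 5-aza-dC sensitizer. Compound: single concentration per compound, delivered by pin transfer. Times: 3 days compound exposure. Controls: ellipticine 6 µM.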
S100A4 inh HTS = blocks human S100A4 binding to myosin IIA peptide; S100A4/TAMRA-MyoIIA peptide fluorescence polarization; inhibition, % at 10.7 µM; 360,000 tested, 0.14% active; AID 652163;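 active = mean inhibition of at least 70% across replicates, with every replicate also reaching that level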
Target sequence (P26447 whole entry, looked up): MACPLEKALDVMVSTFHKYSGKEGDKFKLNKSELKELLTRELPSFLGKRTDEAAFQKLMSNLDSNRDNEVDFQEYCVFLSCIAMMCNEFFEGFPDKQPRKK
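incubation = readout 5 min after mixing, signal stable up to 60 min | system = S100A4 monomer protein | buffer or medium = HEPES pH 7.2 with CaCl2, KCl, NaCl, DTT, Triton | benchmarks = neutral control DMSO, positive control TFP | also added = fluorescent myosin IIA peptide, 5 nM | compound dosing = one concentration per compound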
C2C12 statin = protects C2C12 myotubes from simvastatin toxicity | ATP luminescence, 48 h; scaled: DMSO 0, geranylgeraniol control 100 | rescue of ATP level, % at 7.49 µM | 330,000 tested, 0.78% active;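 active = mean ATP rescue above about 67%, or every replicate alone reaching that limit, limit read from the data, passing the limit was not always enough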;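 note: myotubes were challenged with 10 µM simvastatin during compound exposure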
SIRT5 inh = sirtuin-5 (human) deacylase inhibition | 330,000 tested, 1.1% active | Q9NXA8 | Purified SirT5, succinyl-peptide AMC, trypsin-coupled fluorescence | inhibition, % at 15 µM; in the data active = inhibition above about 15%
Cneo AK release = Cryptococcus neoformans lysis via adenylate kinase release; C. neoformans lysis, adenylate kinase release luminescence, 4 h; normalised: neutral wells 0, clomiphene wells 100; lysis activity, % at 15 µM; 360,000 tested, 0.2% active;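 active = mean lysis activity across replicates of at least 80%, whatever share of replicates individually reach that level; inactive = mean lysis activity below 80%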
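read-out = cell lysis signal | test system = log-phase Cryptococcus neoformans yeast cells | input = cells at 5 × 10^6 per mL | medium = fresh YPD growth medium | signal = luminescent adenylate kinase detection reagent | timing = 4 h at 37 °C static, read 1 h later | dosing = single dose | controls = Clomiphene as positive lysis control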
LGR2 inh = Drosophila LGR2 receptor signaling inhibition. HEK293 LGR2, CRE-luciferase, bursicon-stimulated, 4 h. inhibition, % at 9.99 µM. 380,000 tested, 0.35% active;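 active = drop in luminescence signal, shown as inhibition above about 50% in the replicate tests, limit read from the data, passing the limit was not always enough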;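 note: agonist challenge used bursicon conditioned medium at about half maximal strength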
PGC1a acetyl inh = lowers PGC1a acetylation signal in U2OS cells; inhibition, % at 15.6 µM; AID 651687; 350,000 tested, 0.17% active; AlphaScreen anti-acetyl-lysine; with virally co-expressed GCN5 acetyltransferase;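 active = every replicate shows inhibition of at least 40%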;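 note: 0% = neutral control wells and 100% = positive control wells; some results beyond the cut were filed as inactive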
ERAP1 inh = blocks human ERAP1 aminopeptidase activity; Q9NZ08; recombinant ERAP1, Leu-AMC fluorescence, 60 min; inhibition, % at 10.7 µM; 340,000 tested, 0.15% active;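 active = mean replicate inhibition of at least 30%, or all replicates individually reaching that 30% level; inactive = mean below 30% and not every replicate reaching it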;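 note: 0% = neutral control wells and 100% = L-leucinethiol positive control wells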
Target sequence (Q9NZ08 whole entry, looked up): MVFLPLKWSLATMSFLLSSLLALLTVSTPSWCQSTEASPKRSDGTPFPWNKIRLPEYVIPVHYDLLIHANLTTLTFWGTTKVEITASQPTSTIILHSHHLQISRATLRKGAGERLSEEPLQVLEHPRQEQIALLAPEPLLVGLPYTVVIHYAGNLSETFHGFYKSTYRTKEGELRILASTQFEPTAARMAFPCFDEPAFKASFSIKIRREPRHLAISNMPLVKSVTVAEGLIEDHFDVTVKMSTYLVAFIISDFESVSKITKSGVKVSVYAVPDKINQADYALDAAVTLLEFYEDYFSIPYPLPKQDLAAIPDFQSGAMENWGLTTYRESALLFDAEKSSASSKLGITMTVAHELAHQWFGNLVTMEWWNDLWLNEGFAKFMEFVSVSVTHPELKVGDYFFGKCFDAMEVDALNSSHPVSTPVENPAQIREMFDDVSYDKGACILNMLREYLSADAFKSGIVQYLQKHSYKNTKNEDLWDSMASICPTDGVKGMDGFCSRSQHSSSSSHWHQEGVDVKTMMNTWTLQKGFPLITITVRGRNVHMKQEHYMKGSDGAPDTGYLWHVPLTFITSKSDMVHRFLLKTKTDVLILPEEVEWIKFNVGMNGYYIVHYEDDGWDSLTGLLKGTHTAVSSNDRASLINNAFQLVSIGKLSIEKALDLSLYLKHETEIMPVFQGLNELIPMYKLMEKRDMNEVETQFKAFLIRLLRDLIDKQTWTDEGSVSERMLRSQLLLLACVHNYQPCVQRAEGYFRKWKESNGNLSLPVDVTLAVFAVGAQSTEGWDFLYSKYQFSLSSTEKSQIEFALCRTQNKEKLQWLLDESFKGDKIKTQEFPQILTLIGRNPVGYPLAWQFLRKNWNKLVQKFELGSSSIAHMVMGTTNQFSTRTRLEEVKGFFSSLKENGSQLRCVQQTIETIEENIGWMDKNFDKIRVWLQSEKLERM
Numbers without * were called inactive; nt = not tested or not shown; & = joins results of further samples. Some of the compounds tested, so the mix of outcomes need not match the whole.

mol	Xi reactivation	S100A4 inh HTS	C2C12 statin	SIRT5 inh	Cneo AK release	LGR2 inh	PGC1a acetyl inh	ERAP1 inh
COc1ccc(S(=O)(=O)Nc2ccc3c(c2)CC(=O)N([C@@H](C)CO)C[C@@H](C)[C@H](CN(C)S(=O)(=O)c2cccs2)O3)cc1	0.0	-19	-28	7	0	7	0	-2
COc1ccc(N2CCN(C(=O)COC(=O)CCOc3cc(C)ccc3C)CC2)cc1	0.2	-4	5	-3	0	-9	nt	-10
C/C=C/c1ccccc1[C@@H]1[C@H](C#N)N(c2nc(CC)cs2)[C@H]1CO	0.1	-4	nt	-2	nt	-10	nt	3
COc1ccccc1N1CCN(C2CCCN(S(=O)(=O)c3cccc(Cl)c3)C2)CC1 (centres undefined)	0.0	0	18	-1	0	13	nt	-1
COc1c(C)cc(C(O)c2ncc(-c3ccccc3C)[nH]2)cc1C (centres undefined)	0.0	0	-9	11	0	-6	7	-4
CN(C)C(=O)[C@H]1[C@H](CO)[C@H]2Cn3c(ccc(-c4ccc(F)cc4)c3=O)[C@@H]1N2CCc1ccccc1	0.3	19	4	22*	-1	1	-2	3
Cc1ccccc1Cn1nnc(-c2cccc(C(=O)O)c2)n1	nt	nt	-9	nt	-7	32	6	nt
CCCNC(=O)c1ccc(SCC(=O)N(CC)CC)c([N+](=O)[O-])c1	-0.1	1	2	-3	3	2	-14	0
Cc1cccc(C)c1-n1c(C)nn(-c2ncc(C(F)(F)F)cc2Cl)c1=O	-0.1	-4	3	9	2	0	4	-1
O=C(Nc1ccc2c(c1)OCO2)c1ccc(=O)[nH]n1	-0.1	1	-3	-2	-1	-29	11	4
COc1ccc(S(=O)(=O)Nc2ccc3c(c2)CC(=O)N([C@H](C)CO)C[C@H](C)[C@@H](CN(C)S(C)(=O)=O)O3)cc1	0.0	9	27	3	-4	2	-7	2
COc1ccc(CCN2CC(C(=O)NCCc3ncccc3C)CCC2=O)cc1 (centres undefined)	0.1	5	-3	2	1	7	nt	2
Cc1nn(C)cc1C(C(=O)NC1CCCCC1)N(C(=O)Cc1cccs1)c1ccc(F)cc1 (centres undefined)	-0.1	6	nt	0	nt	3	nt	-4
COc1cc(C2C(C(=O)OC(C)C)=C(C)Nc3ncnn32)cc(OC)c1OC (centres undefined)	0.1	-2	-8	-4	-1	13	-13	1
C[C@@H]1CN([C@@H](C)CO)C(=O)c2cc(NS(=O)(=O)c3ccccc3)ccc2O[C@H]1CN(C)S(=O)(=O)c1cn(C)cn1	0.0	8	-15	-2	-1	-11	4	-1
CCOC(=O)c1ncn2c1C(=O)OC2(C)C	nt	0	-8	-11	0	5	9	2
CCOc1ccc(N=C(/C(C(=O)C(=O)N2CCOCC2)=C(/O)c2ccccc2)c2ccccc2)cc1	0.0	-2	nt	nt	nt	-68	0	nt
COc1cc(OC)cc(C(=O)N[C@H](C(=O)NCCc2c[nH]c3ccccc23)C(C)C)c1	0.0	-1	-1	-4	4	-1	-17	3
CCOc1ccc(C(=O)NCC(=O)NNC(=O)CN(C)S(=O)(=O)c2ccc(Cl)cc2)cc1OCC	0.1	-1	10	-1	6	-7	-5	1
CC(=O)NCCc1ccc(-c2csc(NC(=O)C3CC(=O)N(C4CCCC4)C3)n2)cc1 (centres undefined)	-0.1	0	nt	-1	nt	3	nt	-1
Cc1ccc(S(=O)(=O)N[C@@H]2CC[C@@H](CC(=O)NCc3ccc(Cl)c(Cl)c3)O[C@H]2CO)cc1	0.7	3	-1	0	8	21	-3	-4
Cc1ccc(S(=O)(=O)Nc2ccc3c(c2)C(=O)N([C@@H](C)CO)C[C@@H](C)[C@@H](CN(C)C(=O)Nc2ccc(F)cc2)OCCCC[C@@H](C)O3)cc1	0.0	3	nt	10	-4	1	0	-3
CN(Cc1ccc(C(F)(F)F)cc1)C(=O)C1CC(=O)N(Cc2ccco2)C1 (centres undefined)	0.0	-1	-4	-2	0	nt	5	-1
O=C(/C=C/[C@H]1O[C@@H](n2cnc3c(NC(=O)c4ccccc4)ncnc32)[C@H](O)[C@@H]1O)NCCCN1CCCC1=O	0.2	2	2	-2	1	-6	-3	-9
CCOC(=O)Cn1c(CN2CCN(c3cccc(Cl)c3)CC2)nc2c1c(=O)[nH]c(=O)n2C	0.2	-16	20	-1	0	-4	-7	-4
CCCS(=O)(=O)NC(=O)C1(C)CCCN(C(=O)/C=C/c2ccccc2)C1 (centres undefined)	0.0	0	-2	1	8	5	3	0
Cc1nnc(SCc2ccccn2)n(N)c1=O	0.1	-4	nt	1	nt	4	9	4
CCc1c(C)nc2nc(SCc3ccccc3Cl)[nH]n2c1=O	0.0	0	-2	-1	-1	8	3	1
CC(C)N(C[C@H]1N[C@H](CO)[C@@H]1c1ccc(C2=CCCC2)cc1)C(=O)CN(C)C	-0.1	0	nt	0	nt	0	nt	-2
O=C(N=C1SC2CS(=O)(=O)CC2N1c1cccc(F)c1)C1CC1 (centres undefined)	0.1	-4	-6	-8	6	6	-1	3
CCCNC(=O)N1[C@@H]2c3ccc(-c4cccc(OC)c4)c(=O)n3C[C@H]1[C@H](CO)[C@H]2C(=O)NCC	0.5	-9	-2	-37	-1	-5	nt	0
C1CCCCCC(=NNc2nn[nH]n2)CCCCC1	0.1	4	0	nt	3	-4	4	nt
COc1ccc(N=Cc2cc3c(cc2O)OC(N)=C(C#N)C3c2ccccc2)cc1 (centres undefined)	-0.1	-7	nt	2	nt	8	nt	0
OCCN1CCN(c2ncnc3c2ncn3[C@H]2CN(Cc3cccnc3)C[C@@H](CO)O2)CC1	0.0	4	2	nt	-1	8	9	1
CCCCCc1c(-c2ccc(OC)cc2)ncn1CCc1ccccc1OC	0.2	-4	nt	nt	nt	16	nt	-2
CCC(=O)N1C[C@@H](C)[C@@H](OC)CN(C)C(=O)c2ccc(NC(=O)CC(F)(F)F)cc2OC[C@@H]1C	-0.1	-30	nt	6	nt	0	-1	-2
COCC(=O)N(C)C[C@@H]1Oc2ncc(C3=CCCC3)cc2C(=O)N([C@@H](C)CO)C[C@H]1C	-0.3	9	6	-1	-4	-7	-4	-2
CCC(=O)Oc1ccc(C/C(=N\O)c2ccc(O)cc2O)o1	nt	0	23	1	1	34	-19	-1
C[C@H](CO)N1C[C@H](C)[C@@H](CN(C)CC2CCCCC2)Oc2ccc(NC(=O)C3CC3)cc2CC1=O	-0.3	-8	15	-5	-2	-4	-8	3
CCc1nnc(NC(=O)c2cccc(C(=O)Nc3nnc(CC)s3)n2)s1	0.2	-13	nt	-6	1	-7	-3	-2
Fc1ccccc1/C=N/n1c(COc2ccccc2)n[nH]c1=S	0.0	-4	-5	-3	2	-2	4	-2
O=[N+]([O-])c1ccc(CN2C=NS(=O)(=O)c3ccccc32)cc1	0.3	4	nt	0	nt	21	-25	2
O=C(C1CC1)N1CC2(C1)[C@H](c1ccccc1)[C@H](CO)N2Cc1nccs1	0.3	-3	nt	-1	nt	-16	7	2
O=C(NC1CCCC1)C1c2ccccc2C(=O)N1CCCN1CCOCC1 (centres undefined)	-0.1	-1	-1	2	-1	-18	7	-3
Cc1c(Cl)cnc(NC(=O)CSc2nncs2)c1Cl	-0.1	-1	4	-1	-1	6	nt	-1
CC(C)c1ccc(C(=O)OCC(=O)c2c(N)n(C)c(=O)n(C)c2=O)cc1	-0.1	-4	2	4	1	9	-7	0
COc1ccc(NC(=O)C2CCCN(C(=O)c3ccc(Cl)cc3)C2)cc1Cl (centres undefined)	0.1	0	0	-2	2	-3	-1	-3
COc1ccc(S(=O)(=O)N(CC(=O)N/N=C/c2ccc(C(=O)O)cc2)Cc2ccccc2)cc1OC	0.0	0	3	1	0	-10	-11	-13
CC1(CO)COC(c2ccccc2)=N1 (centres undefined)	0.0	7	nt	-4	0	10	2	-4
COc1ccccc1CN1C[C@@H]2N[C@H](C1)C2c1ccc(/C=C/c2ccccc2)cc1 (some centres undefined)	0.3&0.0	0	nt	3	nt	-1	-4	0
Cc1ccc(C(=O)Cn2c3[n+](c4ccccc42)CC(O)CS3)cc1 (centres undefined)	0.3	-1	7	3	8	-10	0	-3
Cc1cccc(N2CCN(C(=O)c3cc(S(=O)(=O)N4CCOCC4)cn3C)CC2)c1C	-0.1	7	1	-3	-3	3	-13	-2
CCN(CC(=O)Nc1c(F)cccc1F)C(=O)/C=C/c1ccc(Br)s1	0.2	10	-11	-4	1	11	nt	2
O=C(CNC(=O)c1ccco1)OCC(=O)c1ccc([N+](=O)[O-])cc1	0.1	3	nt	0	-1	2	5	-8
CN1CCN(NC(=O)CN(C)S(=O)(=O)c2cc(Cl)ccc2Cl)CC1	0.0	3	-6	-1	-1	6	9	-3
NCCCC(C(=O)O)N(C(=O)OCc1ccccc1)C(=O)OCc1ccccc1 (centres undefined)	0.2	-5	nt	nt	nt	10	nt	-11
O=[N+]([O-])c1cnn2cc(Br)cnc12	-0.1	-1	nt	0	-2	7	nt	0
CC(C)c1ccc(CN2CCC(Oc3ccc(C(=O)N4CCCC4)cc3)CC2)cc1	0.1	0	nt	3	1	4	nt	2
O=C(N[C@H]1CC[C@@H](CCNS(=O)(=O)Cc2ccccc2)O[C@H]1CO)c1ccccc1F	-0.4	106*	-1	5	-1	6	15	-4
CCOc1ccc(NC(=O)CN(C)C(=O)Cc2n[nH]c(=O)c3ccccc23)cc1OCC	0.1	-2	6	1	0	21	nt	0

Shown as a hit in S100A4 inh HTS, of those listed so far:
Structure,S100A4 inh HTS,SIRT5 inh,LGR2 inh,PGC1a acetyl inh,ERAP1 inh
O=C(N[C@H]1CC[C@@H](CCNS(=O)(=O)Cc2ccccc2)O[C@H]1CO)c1ccccc1F,106*,5,6,15,-4

Carrying on:
mol	Xi reactivation	S100A4 inh HTS	C2C12 statin	SIRT5 inh	Cneo AK release	LGR2 inh	PGC1a acetyl inh	ERAP1 inh
C/C(=N\NC(=O)c1cc(C)nc2ccccc12)c1cccs1	0.4	-2	-1	-2	nt	-11	-5	nt
O=S(=O)(NC1CCN(Cc2ccccc2)CC1)c1cccc2cccnc12	nt	6	-7	0	-4	nt	-5	-5
COC(=O)c1ccccc1NS(=O)(=O)c1ccc2c(c1)oc(=O)n2C	0.1	-6	3	0	8	1	0	1
C[C@@H]1CN([C@H](C)CO)C(=O)Cc2cc(NC(=O)Nc3cccc4ccccc34)ccc2O[C@@H]1CN(C)C(=O)Nc1ccc2c(c1)OCO2	-0.1	2	5	3	5	6	-1	-2
CCCCNc1oc(-c2ccc(OC)cc2)nc1S(=O)(=O)c1ccccc1	nt	-2	28	-3	-1	4	-11	2
CC1(C)CC(=O)C(C(c2ccc(F)cc2)C2C(=O)CC(C)(C)CC2=O)C(=O)C1	0.3	7	nt	2	nt	-4	nt	-1

In another format: results already given.
SMILES: COC(=O)c1ccccc1NS(=O)(=O)c1ccc2c(c1)oc(=O)n2C
  Xi reactivation = 0.1
  S100A4 inh HTS = -6
  C2C12 statin = 3
  SIRT5 inh = 0
  Cneo AK release = 8
  LGR2 inh = 1
  PGC1a acetyl inh = 0
  ERAP1 inh = 1

SMILES: CC1(C)CC(=O)C(C(c2ccc(F)cc2)C2C(=O)CC(C)(C)CC2=O)C(=O)C1
  Xi reactivation = 0.3
  S100A4 inh HTS = 7
  C2C12 statin = nt
  SIRT5 inh = 2
  Cneo AK release = nt
  LGR2 inh = -4
  PGC1a acetyl inh = nt
  ERAP1 inh = -1

Bioassay records from PubChem.
